Bioassay records: PubChem, PCMD
Yeast growth tox = yeast growth toxicity, wild-type and mutant, primary screen, cytotoxicity control for eIF2B function restoration project, wild-type and eIF2Bepsilon R284H mutant, A595; S. cerevisiae wild-type growth, A595 turbidity, 16 h; AID 685, 2007; growth inhibition, % at 25 µM (by protocol); 0.3% of 30,000 active;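 active = mutant and wild-type yeast strains alike exhibit over 30% growth inhibition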;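 note: 0% = untreated cell controls and 100% = YPD media blanks without cells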
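Incubation: 16 h growth with compound, 30 °C; Material: S. cerevisiae wild-type or eIF2Bepsilon-R284H mutant strain; Signal: turbidity measured as absorbance at 595 nm; Medium: YPD yeast growth medium; Measure: growth inhibition (%) versus cell controls and blanks; Doses: 25 µM single dose.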
eIF2B yeast act = GCN4-lacZ reporter reduction in eIF2B-epsilon mutant yeast, primary screen, S. cerevisiae, eIF2B-epsilon R284H, Beta-Glo luminescence. inhibition, % at 25 µM (by protocol). 0.91% of 27,000 active;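 active = mutant luminescence inhibited past about 50% while wild type luminescence and mutant growth stay under set limits, limit read from the data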; note: some compounds called inactive have numbers as strong as hits
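Material: yeast eIF2B-epsilon R284H mutant carrying GCN4–beta-galactosidase fusion. Medium: YPD yeast growth medium. Incubation: 16 h growth with compound at 30 °C, 90 min Beta-Glo step. Signal: Beta-Glo luminescence plus absorbance at 595 nm. Evaluation: % inhibition of reporter signal and growth versus controls. Doses: 25 µM single dose.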
Yeast growth tox inhibition % = recorded beside Yeast growth tox, whose call it bears; growth inhibition, %; S. cerevisiae eIF2Bepsilon-R284H mutant growth, A595 turbidity, 16 h;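 each compound tested once at 25 µM; 0% equals untreated cells and 100% equals cell-free medium blanks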
eIF2B yeast act mutant toxicity = second read-out of eIF2B yeast act, no call of its own (marks repeat the call); growth inhibition, %; measured here: mutant yeast growth, toxicity;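 each compound tested once at 25 µM; zero equals untreated control growth and 100 equals blank medium absorbance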
Active calls of the source: *; . = not tested or not shown. Not all compounds are listed; the hit share may differ from the screen's.

compound	Yeast growth tox	Yeast growth tox inhibition %	eIF2B yeast act	eIF2B yeast act mutant toxicity
COc1ccc(CCn2c(=S)[nH]c3cc(C(=O)NCc4ccco4)ccc3c2=O)cc1OC	7	30	7	30
CC(C#N)Sc1ncnc2sc3c(c12)CCC3 (stereo unspecified)	9	-12	7	-12
C[N+](C)(C)CCOC(=O)C1(c2ccccc2)CCCC1	11	10	.	.
COc1ccc(CCNc2nc(N3CCCCC3)nc(N3CCCCC3)n2)cc1OC	.	.	19	.
CC1=C(C(=O)OC(C)C)C(c2ccco2)NC(=O)N1 (stereo unspecified)	0	15	.	.
Cn1c(=O)c2cc(S(=O)(=O)NCCC(=O)N3CC=C(c4ccccc4)CC3)ccc2n(C)c1=O	10	-3	11	-3
O=C(O)CCc1ccc(-c2ccc(Cl)cc2)n1CCC(=O)O	-1	-19	6	-19
Cc1cc(=O)n2nc(N3CCCC(C(=O)N4CCN(C)CC4)C3)sc2n1 (stereo unspecified)	8	-4	29	-4
COc1cccc(Nc2nc3ccccc3n3nnnc23)c1	10	18	.	.
Cc1ccc(CC2CC(=O)N(CC(=O)O)C2=O)cc1 (stereo unspecified)	-21	-45	22	-45
Oc1ccc(F)cc1-c1cc(-c2ccc3c(c2)OCCO3)n[nH]1	4	13	.	.
CCOC(=O)c1cnc(SCc2nc(N)nc(Nc3ccccc3)n2)nc1N	32	0	22	.
Cc1cc(C)n(-c2ccc(C(=O)NC(C)C)cc2)n1	-6	7	5	7
Oc1ccccc1-c1nnc(-c2ccc(C(F)(F)F)cc2)o1	-4	-4	53*	.
Cc1ccc(S(=O)(=O)c2nc(C(C)(C)C)oc2N2CCOCC2)cc1	.	.	13	.
CC1CCCN(C(=O)CSc2nnc(-c3cccnc3)n2C2CCCCC2)C1 (stereo unspecified)	.	.	13	.
Cc1ccc(S(=O)(=O)N2CCN(C(=O)c3ccccc3)C2C(C)C)cc1 (stereo unspecified)	-2	-19	24	-19
CCOCCCNC(=O)C1CCN(S(=O)(=O)N2CCCCC2)CC1	-5	-27	25	-27
O=C1N=C(N2CCOCC2)S/C1=C1\C(=O)N(Cc2ccccc2)c2ccc(Br)cc21	-9	-5	49	-5
CCc1nc2ccccc2n1CC(=O)N1CCN(S(=O)(=O)c2cccc(C(F)(F)F)c2)CC1	18	16	21	16
CC1(C)CC(=O)C2=C(C1)N(c1ccccc1)C(N)=C(C#N)C2c1ccsc1 (stereo unspecified)	12	12	.	.
CCN1CC2=C(OC(N)=C(C#N)C2c2cccs2)/C(=C\c2cccs2)C1 (stereo unspecified)	15	15	17	15
COC(=O)COc1ccc(S(=O)(=O)N2CCOCC2)cc1	-24	0	34	.
Cc1nc(SCC(C)C)[nH]c(=O)c1Cc1ccccc1	-11	-17	31	-17
CCOC(=O)c1cnc(SCC(=O)Nc2nnc(CC)s2)nc1N	-5	2	-13	2

Reprinted from the part before: six compounds, then new ones.
compound	Yeast growth tox	Yeast growth tox inhibition %	eIF2B yeast act	eIF2B yeast act mutant toxicity
CCc1nc2ccccc2n1CC(=O)N1CCN(S(=O)(=O)c2cccc(C(F)(F)F)c2)CC1	18	16	21	16
CC1(C)CC(=O)C2=C(C1)N(c1ccccc1)C(N)=C(C#N)C2c1ccsc1 (stereo unspecified)	12	12	.	.
CCN1CC2=C(OC(N)=C(C#N)C2c2cccs2)/C(=C\c2cccs2)C1 (stereo unspecified)	15	15	17	15
COC(=O)COc1ccc(S(=O)(=O)N2CCOCC2)cc1	-24	0	34	.
Cc1nc(SCC(C)C)[nH]c(=O)c1Cc1ccccc1	-11	-17	31	-17
CCOC(=O)c1cnc(SCC(=O)Nc2nnc(CC)s2)nc1N	-5	2	-13	2
CSc1cccc(NC(=O)CSc2ccccc2)c1	2	7	.	.
O=C(Nc1ccccc1)N1CC=C(c2ccc(F)cc2)CC1	22	19	27	19
O=C(CC1(O)C(=O)N(Cc2cccc3ccccc23)c2ccccc21)c1cccnc1 (stereo unspecified)	8	23	33	23
CC(=O)Nc1cc(-c2nn(C)c(=O)c3ccccc23)ccc1N1CCCCC1	0	0	.	.
O=C(CC(NS(=O)(=O)c1ccc(Cl)cc1)c1ccco1)NCc1ccco1 (stereo unspecified)	9	4	17	4
O=C(NCCCN1CCCCC1)c1ccc2c(=O)n(CCc3ccccc3)c(=O)[nH]c2c1	25	0	.	.
O=[N+]([O-])/C(C(Cl)=C(Cl)Cl)=C(\Nc1ccc(F)cc1)n1cncn1	3	18	19	18
CC1CCC(C(C)C)C(OCC(O)CN2CCOCC2)C1 (stereo unspecified)	9	24	-12	24
Cc1cccc(NC(=S)NCC2CCCO2)c1 (stereo unspecified)	29	18	.	.
CCOc1ccc(OCC)c(NC(=O)c2[nH]c(C)c(C(C)=O)c2C)c1	-23	-10	35	-10
Cn1c(=O)c2c(n3cnnc13)-c1ccccc1CC21CCCC1	-9	-19	14	-19
Cc1cc(=O)n(CC(C)C)c(O)c1C#N	-3	19	-15	19
CN(C)S(=O)(=O)CC12CCC(CC1=O)C2(C)C (stereo unspecified)	.	.	7	.
CCCn1c(SCC(=O)Nc2cccc(NC(C)=O)c2)nnc1C(C)C	11	0	-6	.
COc1cc(OC)c(-c2nn3c(-c4ccco4)nnc3s2)cc1OC	-17	-5	15	-5
CCOC(=O)/C(C(C)=O)=C1\OC(=O)c2ccccc21	-11	7	2	7
CC(C)(C)n1nnnc1CN1CCSCC1	8	0	33	.
CCCCC(C(=O)NC(=O)NCc1ccccc1)N1C(=O)c2ccccc2C1=O (stereo unspecified)	4	4	.	.
Cc1ccc(C(OC(=O)c2ccco2)C(=O)NCc2cccs2)cc1 (stereo unspecified)	11	22	18	22
O=C(CCCCCN1C(=O)c2ccccc2C1=O)NCc1ccccn1	4	8	20	8
CC(=O)N1CCN(c2ccc(NC(=O)c3ccc(C(C)(C)C)cc3)cc2)CC1	-13	19	20	19
CC(=O)c1ccc(NS(=O)(=O)c2cccc(C)c2)cc1	-16	4	19	4
CCC1Sc2ccccc2N(CC(=O)NCCC2=CCCCC2)C1=O (stereo unspecified)	13	13	.	.
COc1ccc(-c2c3c(nc4sc(C(=O)Nc5ccccc5)c(N)c24)CCC3)cc1	-35	-4	11	-4
O=C(NCc1ccccn1)C1CCN(Cc2cnn(-c3ccccc3)c2-n2cccc2)CC1	7	-19	19	-19
Clc1ccc(Cn2cc(/C=N/n3cnnc3)c3ccccc32)cc1	-28	-22	-15	-22
CC1=CC(C)(C)N2C(=O)C3(SCC(=O)N3c3ccc(F)cc3)c3cc(C)cc1c32 (stereo unspecified)	1	3	.	.
COc1ccc(/C=C/C(=O)c2ccc[nH]2)c(OC)c1OC	21	-20	.	.
CCOc1ccccc1N/C(=C(/C(Cl)=C(Cl)Cl)[N+](=O)[O-])n1cncn1	3	18	18	18
Nc1nc(SCC(=O)Nc2ccccc2)[nH]c(=O)c1-c1ccccc1	12	0	-17	.
CCC(C)(C)n1nnnc1CN1CCC(NC(=O)c2ccccc2C)CC1	-2	-3	.	.
O=c1ccc(Cc2ccccn2)n[nH]1	16	11	-28	11
COc1ccc(N2C(=O)CC(Sc3nc(C)c4c(n3)CCCC4)C2=O)cc1 (stereo unspecified)	3	-9	23	-9
CCOC(=O)CCCNC(=O)CCNC(=O)c1ccc(OCC)cc1	14	16	20	16
CC(=O)N1CCN(S(=O)(=O)c2cccc(C(=O)NC3CCCc4ccccc43)c2)CC1 (stereo unspecified)	10	-29	11	-29
COc1ccc2nc(NC(=O)C3CCCN3S(=O)(=O)c3ccc(C)cc3)sc2c1 (stereo unspecified)	25	16	17	16
O=C(O)C1CC(=O)N(c2ccc(F)cc2)C1 (stereo unspecified)	4	-17	11	-17
CC(=O)N1CCCc2cc(S(=O)(=O)N(CC(C)C)CC(C)C)ccc21	-11	-5	16	-5
CC(=O)c1cc(-c2ccccc2)n(CC(=O)N2CCCCC2)c1C	22	5	.	.
Cc1cccc(C)c1NC(=O)CCCSc1nnc(-c2ccco2)o1	10	-32	21	-32
CN(C)CCNC(=O)c1cc2cc(Br)ccc2oc1=O	-2	-27	-12	-27
COc1ccccc1Nc1nc(NCCO)c2ccccc2n1	8	0	-20	.
NC(=O)c1sc2nc(N3CCCCC3)c3c(c2c1N)CCCC3	-4	4	7	4
CCCCC(=O)Nc1ccc(NC(=O)c2cccnc2)cn1	3	-7	20	-7
CCc1ccc(N2CC(C(=O)Nc3nnc(CC)s3)CC2=O)cc1 (stereo unspecified)	-2	-29	11	-29
FC(F)(F)C1CC(c2cccs2)Nc2ncnn21 (stereo unspecified)	8	-11	13	-11
COCCOC(=O)C(C#N)c1nc2ccccc2nc1N1CCCC1 (stereo unspecified)	-23	-14	5	-14
Cc1cc2cc(CCNC(=O)c3ccc(Br)o3)c(=O)[nH]c2cc1C	2	6	.	.
c1coc(CN2CCN(C(c3cccs3)c3nnnn3C3CCCC3)CC2)c1 (stereo unspecified)	11	9	10	9
CCOc1cc(CNC(=O)CN2C(=O)c3ccccc3S2(=O)=O)ccc1OC	8	11	21	11

(next part)
Compound | Yeast growth tox | Yeast growth tox inhibition % | eIF2B yeast act | eIF2B yeast act mutant toxicity
COc1ccc(CSc2nnc(CNS(C)(=O)=O)o2)cc1 | 3 | 10 | . | .
O=C(CCn1c(=O)oc2ccccc21)N1CCN(c2ccccc2Cl)CC1 | 3 | -12 | 17 | -12
COc1ccccc1NC(=O)CCSc1nnnn1C | -10 | -12 | -20 | -12
CN(C)C=Nc1nonc1-c1ncn[nH]1 | -7 | 0 | 12 | .
COc1ccc(OC)c(Nc2nc(C3CC3)nc3c2nnn3Cc2ccccc2)c1 | 15 | 2 | 10 | 2
COc1ccc(C(=O)COc2ccc(NC(C)=O)cc2)cc1 | . | . | 29 | .
COc1ccc(S(=O)(=O)N(CCc2ccccc2)CC(=O)O)cc1OC | -4 | -9 | 6 | -9
COc1ccc(OC)c(NC(=O)CN2CCN(C(=O)c3ccco3)CC2)c1 | 15 | 19 | 17 | 19
Cc1ccc(NS(=O)(=O)N(C)C)cc1 | -5 | 8 | -12 | 8
CC(O)CNc1nc2c(c(=O)n(C)c(=O)n2C)n1C/C=C/c1ccccc1 (stereo unspecified) | -7 | 7 | -9 | 7
COc1cccc(N2CCN(C(=O)c3ccc(N4C(=O)NC5CC4(C)Oc4ccccc45)cc3)CC2)c1 (stereo unspecified) | 4 | 14 | 2 | 14
CCC(c1nnnn1C1CCCCC1)N1CCN(C2CCCC2)CC1 (stereo unspecified) | . | . | -3 | .
O=c1c2ccccc2nc(-c2ccc(Cl)cc2)n1C1CCS(=O)(=O)C1 (stereo unspecified) | 1 | -18 | 7 | -18
CCN(CC)S(=O)(=O)C1CCS(=O)(=O)C1 (stereo unspecified) | 29 | 19 | 18 | 19
CC(C)NS(=O)(=O)c1ccc(OCC(=O)Nc2ccc3c(c2)OCO3)c(Cl)c1 | . | . | 11 | .
Nc1nc(COc2ccc3ccccc3c2)cs1 | -2 | -4 | 25 | -4

Arranged by length of the SMILES (low to high): part of the list above.
Compound | Yeast growth tox | Yeast growth tox inhibition % | eIF2B yeast act | eIF2B yeast act mutant toxicity
CCC(c1nnnn1C1CCCCC1)N1CCN(C2CCCC2)CC1 (stereo unspecified) | . | . | -3 | .
CC(O)CNc1nc2c(c(=O)n(C)c(=O)n2C)n1C/C=C/c1ccccc1 (stereo unspecified) | -7 | 7 | -9 | 7
COc1cccc(N2CCN(C(=O)c3ccc(N4C(=O)NC5CC4(C)Oc4ccccc45)cc3)CC2)c1 (stereo unspecified) | 4 | 14 | 2 | 14

(more compounds)
Compound | Yeast growth tox | Yeast growth tox inhibition % | eIF2B yeast act | eIF2B yeast act mutant toxicity
O=C1c2cccc3c([N+](=O)[O-])ccc(c23)C(=O)N1c1nccs1 | 26 | 24 | 20 | 24
CCOC(=O)C1C(=O)C(C(=O)OCC)C(c2cccnc2)NC1c1cccnc1 (stereo unspecified) | -3 | 12 | -2 | 12
CCOC(=O)c1cccc(NC(=O)C2CCCN(S(=O)(=O)c3c(C)n[nH]c3C)C2)c1 (stereo unspecified) | 7 | 0 | 15 | .
COc1cccc(C2CC(c3ccccc3Cl)n3nnnc3N2)c1 (stereo unspecified) | 18 | 0 | 16 | .
Cc1ccc(NC(=O)CSc2nnc(C)n2-c2ccccc2)cc1 | 4 | 17 | 48 | 17
CCc1nc2ccccc2n1CCC(C)C | -6 | -5 | 27 | -5
CC(CCc1ccccc1)NC(=O)c1cncc(Br)c1 (stereo unspecified) | 14 | 15 | 26 | 15
COc1ccc(-c2cc(C(F)(F)F)nc(SCCC(=O)N3CCCC3)n2)cc1 | -36 | 3 | 1 | 3
COc1cc(C(=O)NCCC2=CCCCC2)cc(OC)c1OC | -15 | 5 | 33 | 5
